CHO parental Ca – signal in parental CHO cells, OX1R antagonist counter-screen | 0.63% of 330,000 active | inhibition, % at 5.6 µM | parental CHO-K1, ATP-induced calcium, Fluo-8 fluorescence;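 active means inhibition above that plate's mean sample inhibition plus 3 SD, cut at about 26% in these data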;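 further: 0% = ATP-challenged DMSO wells and 100% = DMSO wells without ATP; some compounds past the cut are filed as inactive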
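Test system: untransfected parental CHO cell line; also added: ATP stimulus; dosing: 5.6 µM, single dose; signal: calcium-sensitive Fluo-8 fluorescence; measure: percent inhibition of ATP-evoked calcium rise, normalized to controls; benchmarks: low control ATP plus DMSO, high control DMSO only; replication: one well per compound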
CHRM1 agonist – activates human CHRM1 receptor; P11229; activation, % at 3 µM; CHO-K1 hM1, Fluo-8 calcium fluorescence, agonist mode; 0% DMSO, 100% acetylcholine EC100; 0.33% of 360,000 active;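 active means activation above the run's mean compound activation plus 3 SD, cut at about 16% in these data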;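 further: peak over basal fluorescence ratio within a 140 s kinetic read after compound addition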
CHO-K1 Ca antag – counter-screen for M1 antagonists: effect in parental CHO-K1 cells | ATP-induced calcium, Fluo-8 fluorescence | inhibition, % at 3 µM | 0.6% of 360,000 active;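 active means inhibition above a per-plate cutoff, the plate's mean sample inhibition plus 3 SD, cut at about 24% in these data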;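 further: 0% = DMSO plus EC80 ATP and 100% = DMSO alone without ATP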
TAAR1 ag – human TAAR1 agonism; CHO RD-HGA16 TAAR1, Fluo-8 calcium fluorescence; vehicle wells 0%, saturating PEA agonist 100%; activation, % at 3 µM; 0.99% of 360,000 active; AID 624467;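 active means activation above the mean activation of all test compounds in the run plus 3 SD, cut at about 38% in these data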
Target sequence (Q96RJ0 whole entry, looked up): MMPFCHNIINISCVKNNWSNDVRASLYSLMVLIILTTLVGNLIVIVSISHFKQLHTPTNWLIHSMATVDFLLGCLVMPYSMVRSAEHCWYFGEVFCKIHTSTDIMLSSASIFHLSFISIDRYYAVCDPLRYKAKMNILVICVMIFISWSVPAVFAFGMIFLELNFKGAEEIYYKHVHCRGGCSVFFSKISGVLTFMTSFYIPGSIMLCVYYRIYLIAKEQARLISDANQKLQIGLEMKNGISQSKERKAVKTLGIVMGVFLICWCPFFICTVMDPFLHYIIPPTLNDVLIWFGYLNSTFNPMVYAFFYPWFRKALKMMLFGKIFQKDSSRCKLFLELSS
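test system = CHO RD-HGA16 cells carrying human TAAR1 plus Gα16 | schedule = 17-24 h seeding, 75 min 37 °C dye, 30 min RT | compound dosing = 3 µM single concentration | control set = DMSO and PEA EC100 | replicates = n 1 | signal = Fluo-8 fluorescence, 5 s baseline then 140 s kinetic read | measure = percent activation vs PEA EC100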
OXTR potentiator – potentiators of human oxytocin receptor; P30559; CHO-OTR cells, Fluo-8 calcium fluorescence, potentiator mode; 0% = oxytocin EC15, 100% = EC100; activation, % at 3 µM; 0.061% of 320,000 active;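 active means activation above that plate's cutoff, the mean activation of tested compounds plus 3 SD, cut at about 6.6% in these data, passing the limit was not always enough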;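 further: 100% uses oxytocin at 75 nM as the full agonist control; some results filed as inactive read as strong as hits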
Target sequence (P30559 whole entry, looked up): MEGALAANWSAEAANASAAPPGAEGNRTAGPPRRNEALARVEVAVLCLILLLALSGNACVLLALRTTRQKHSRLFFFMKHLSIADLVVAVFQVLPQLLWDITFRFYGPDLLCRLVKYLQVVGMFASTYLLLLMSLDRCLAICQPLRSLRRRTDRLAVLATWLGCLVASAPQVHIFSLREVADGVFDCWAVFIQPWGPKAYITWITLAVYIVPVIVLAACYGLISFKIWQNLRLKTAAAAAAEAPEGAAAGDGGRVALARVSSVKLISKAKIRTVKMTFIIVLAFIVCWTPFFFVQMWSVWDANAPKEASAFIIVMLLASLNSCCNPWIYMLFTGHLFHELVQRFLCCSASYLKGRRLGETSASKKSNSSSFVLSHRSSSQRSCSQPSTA
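Replication – single well per compound, singlicate · Assay system – CHO cell line stably expressing human OTR · Timing – 6 min pre-incubation, 100 s read · Measure – normalized max/min fluorescence ratio, % activation · Doses – 3.0 µM, one dose · Detection – Fluo-8 calcium dye fluorescence · Probe or stimulus – oxytocin near EC15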
CHO-K1 Ca ag – counter-screen for M1 agonists: effect in parental CHO-K1 cells | activation, % at 3 µM | Fluo-8 calcium fluorescence; scaled to maximal ATP response, vehicle zero | 0.48% of 360,000 active; in the data active means activation above about 15%;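 further: untransfected CHO-K1 host cells lacking M1 receptor as counterscreen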
CHO-K1 Ca PAM – counter-screen for M1 PAMs: effect in parental CHO-K1 cells; ATP EC20, Fluo-8 calcium fluorescence; 0% at ATP EC20, 100% at ATP max; activation, % at 3 µM; 0.02% of 360,000 active; AID 602247;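 active means activation above the run cutoff, the mean activation of all test compounds plus 3 SD, cut at about 40% in these data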;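 further: peak over basal fluorescence ratio in a 140 s read after ATP addition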
TAAR1 antagonist – antagonists of human TAAR1; AID 624466; CHO RD-HGA16 TAAR1, Fluo-8 calcium fluorescence, antagonist; inhibition, % at 3 µM; Q96RJ0; 1.5% of 360,000 active;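 active means inhibition above a per-plate cutoff, the mean inhibition of test compounds on that plate plus 3 SD, cut at about 49% in these data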;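 further: 0% = DMSO plus EC80 beta-PEA response and 100% = DMSO alone without agonist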
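Test system: hTAAR1-expressing CHO RD-HGA16 cells, Gα16-coupled; Probe or stimulus: EC80 β-phenethylamine stimulus; Compound dosing: single nominal final test compound concentration of 3 µM; Timing: 140 s kinetic read after compound, 140 s after agonist; Signal: Fluo-8 calcium-sensitive fluorescence; Measure: % inhibition of agonist calcium response; Controls: DMSO and EC80 PEA controls.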
CHRM1 antagonist – blocks human M1 muscarinic receptor | P11229 | CHO-K1 hM1, Fluo-8 calcium fluorescence, ACh EC80 antagonist | inhibition, % at 3 µM | 1.3% of 360,000 active;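 active means percent inhibition above its own plate's cutoff, namely the mean of that plate's compound wells plus 3 SD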;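 further: peak over basal fluorescence ratio during 140 s after agonist addition; 0% = ACh EC80 plus DMSO and 100% = DMSO alone without agonist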
* hit, by the source's call; · = not tested or not shown.

SMILES	CHO parental Ca	CHRM1 agonist	CHO-K1 Ca antag	TAAR1 ag	OXTR potentiator	CHO-K1 Ca ag	CHO-K1 Ca PAM	TAAR1 antagonist	CHRM1 antagonist
CCCC(=O)Nc1ccc2c(c1)nc1n2CCSC1	-9	-1	-5	5	-3	-0.1	-7	9	-6
COc1cccc(C(=O)c2c(-c3ccccc3)ncc3cc(OC)c(OC)cc23)c1	-21	-6	7	-2	·	1.0	-5	-15	5
CCOC(=O)C1=NN(C(C)=O)C2C(=O)N(CC)C(=O)C12 (configuration not stated)	3	-3	-9	8	-7	0.1	16	-12	0
O=C(NCc1ccccc1F)c1ccc(S(=O)(=O)NCc2ccco2)cc1	·	3	4	0	·	2.3	-3	-7	5
O=C(NCCN1CCCCC1)Nc1ccc(F)cc1F	-3	-4	1	0	2	0.0	1	-6	2
COc1cccc(C(=O)C2=NN(C(C)=O)CC2c2ccco2)c1 (configuration not stated)	1	-6	-7	-1	-5	-0.5	1	-21	-5
C=C1C(=O)OC2C1C(OC(=O)C(C)=CC)CC(=C)C1C(O)C3OC3(C)C21O (configuration not stated)	·	-2	-12	1	·	0.8	11	10	-16
CCOc1ccc2oc(C(=O)N3CCN(Cc4ccccc4)CC3)c(C)c2c1	-16	-3	13	1	-9	-0.4	10	11	-11
CCOC(=O)CSc1nc2cccnc2n1-c1ccc(F)cc1	1	-7	-12	5	-6	-0.6	8	-4	-17
CC(=O)Nc1ccc2c(c1)ncn2C1CCCCC1	-8	-1	-4	9	-3	0.4	15	-2	-20

The final two compounds of the part above are carried over, then new ones follow:
SMILES	CHO parental Ca	CHRM1 agonist	CHO-K1 Ca antag	TAAR1 ag	OXTR potentiator	CHO-K1 Ca ag	CHO-K1 Ca PAM	TAAR1 antagonist	CHRM1 antagonist
CCOC(=O)CSc1nc2cccnc2n1-c1ccc(F)cc1	1	-7	-12	5	-6	-0.6	8	-4	-17
CC(=O)Nc1ccc2c(c1)ncn2C1CCCCC1	-8	-1	-4	9	-3	0.4	15	-2	-20
O=C(Cn1cnc2c(nnn2-c2ccccc2)c1=O)NCCc1ccccc1	-6	-5	-12	3	-1	1.1	23	-12	-2
CC(=O)Nc1cccc(NC(=O)c2ccc3c(c2)CCN3S(=O)(=O)c2ccccc2)c1	-11	1	-17	5	-3	6.9	13	50*	8
COc1cc(NC(=S)N2CCCC(C)C2)cc(OC)c1OC (configuration not stated)	-3	-4	-12	27	-1	1.0	17	3	-9
CCOc1cc(N2CCOCC2)c(OCC)cc1NC1=NCCCCC1	-18	-6	-8	0	-5	1.2	27	-21	-8
O=C(NCC1CCN(Cc2ccc(F)cc2)CC1)C1CCCN(c2ncnc3c2nc2n3CCCCC2)C1 (configuration not stated)	-26	-6	-9	2	2	-0.1	8	-22	70*
CC(C)CN1C(=O)C(=O)N(CC(=O)NCCCc2ccccc2)C1=O	·	-2	-1	0	·	0.7	-6	-8	-7
CCCc1cc(NC(=O)COC(=O)c2ccc(O)cc2O)n(-c2ccccc2)n1	-9	6	-12	12	-10	6.4	0	15	11
O=C(O)C1=C[C@H](c2ccccc2)C[C@H](OCCCCO)O1	-7	-1	-6	22	-8	0.4	-5	0	-3
Cc1ccc(NC(=O)CCC(=O)c2ccc(Cl)s2)nc1	-17	-6	-10	4	5	0.5	11	-16	5
Cn1c(=O)c2cc(S(=O)(=O)NCCC(=O)N3CC=C(c4ccccc4)CC3)ccc2n(C)c1=O	-24	-6	-8	13	-4	6.6	13	-9	4

An excerpt from above, reduced to CHO-K1 Ca PAM.
mol | CHO-K1 Ca PAM
O=C(O)C1=C[C@H](c2ccccc2)C[C@H](OCCCCO)O1 | -5
CCOc1cc(N2CCOCC2)c(OCC)cc1NC1=NCCCCC1 | 27
O=C(NCC1CCN(Cc2ccc(F)cc2)CC1)C1CCCN(c2ncnc3c2nc2n3CCCCC2)C1 (configuration not stated) | 8
Cc1ccc(NC(=O)CCC(=O)c2ccc(Cl)s2)nc1 | 11

Further structures
SMILES	CHO parental Ca	CHRM1 agonist	CHO-K1 Ca antag	TAAR1 ag	OXTR potentiator	CHO-K1 Ca ag	CHO-K1 Ca PAM	TAAR1 antagonist	CHRM1 antagonist
C=CCNC(=S)N/N=C/c1ccc(N(CC)Cc2ccccc2)cc1	-23	-8	-5	1	-8	-0.5	8	39	-1
Cc1occc1C(=O)NCCCc1ccccc1	-15	-3	-11	3	-2	-0.1	19	6	-3
O=C(N/N=C/c1cccc(O)c1)c1ccc(-n2cnnn2)cc1	·	0	1	0	·	0.1	19	-6	-18
CCn1ncc([N+](=O)[O-])c1C(=O)Nc1ccc(C)c(C)c1	-18	-8	-12	0	-4	-0.9	-8	-6	-5
COc1cc(Cl)c(C)cc1NC(=O)CCCN1C(=O)CCC1=O	-10	-6	-19	8	-9	0.6	11	18	-2
CCc1cccc(CC)c1NC(=S)NCc1nc2ccccc2[nH]1	-12	-4	-5	12	-4	0.5	9	-6	-5
CCC(C(=O)N1CCN(c2ncccn2)CC1)c1ccccc1 (configuration not stated)	-5	-4	-11	0	1	1.4	18	-18	27*
O=C(CSc1ccc2c(c1)OCCO2)Nc1ncc(Cl)cc1Cl	-23	1	-4	5	-9	6.7	2	10	-7
N#CC(CC(=O)c1ccc(Cl)cc1)c1ccccc1 (configuration not stated)	·	-8	22	3	·	-0.9	-26	-9	-1
COc1cccc(N2CCN(CC(=O)Nc3nnc(-c4ccccc4)s3)CC2)c1	2	-1	4	3	-10	2.8	16	26	-16
CC1CC(C)(C)NCc2ccccc21 (configuration not stated)	-1	-3	10	1	-6	-0.4	-5	-4	11
Clc1ccc(Cl)c2sc(N3CCCC3)nc12	-17	-4	-2	10	-6	-0.2	2	-15	-2
O=C(COC(=O)c1cc2ccccc2cc1O)NC1CCCCC1	0	-3	-9	4	-6	4.5	2	-1	3
CCOC(=O)C1=C(N)N(c2ccc(N3CCCCC3)cc2)C(=O)C1	-17	-3	-11	1	-10	0.1	10	-24	-15
CCCCc1cc(=O)oc2cc(C)cc(OC(C)C(=O)NCC3CCC(C(=O)O)CC3)c12 (configuration not stated)	-12	-3	-5	0	0	-0.1	12	-18	-11
CCOC(=O)CNC(=O)CSc1nc2sc(C)c(C)c2c(=O)n1C	-7	-4	-2	9	1	0.9	12	8	-14
Cn1c(=O)[nH]c(=O)c2c1nc(N1CCNCC1)n2Cc1cccc2ccccc12	-12	-6	-1	1	-12	0.0	14	4	-7
Cc1nn(CC(=O)Nc2ccccc2)c(=O)c2ccccc12	-5	-2	-9	9	9	0.4	-1	-13	9
Nc1cc(S(=O)(=O)N2CCCCC2)ccc1N1CCCCC1	-4	-4	-3	14	-11	1.4	-13	-7	13
COc1ccc(C2C(C#N)=C(N)N(c3cccnc3)C3=C2C(=O)CCC3)cc1Cn1cc([N+](=O)[O-])cn1 (configuration not stated)	-10	-6	-14	3	-7	0.1	19	-7	-6
COc1ccc(NC(C)=O)cc1NC(=O)c1cccc(S(=O)(=O)N2CCN(Cc3ccccc3)CC2)c1	-14	-5	3	0	-1	0.0	-3	-17	-8
Cc1nc2c(-c3ccc(Cl)cc3)c(C)[nH]n2c(=O)c1Cc1ccccc1	-18	-4	-3	16	-10	14	17	22	-5
COc1ccccc1-n1c(-c2cc(-c3ccco3)[nH]n2)n[nH]c1=S	-8	-2	-6	6	-2	2.8	15	-16	-11
Cc1cc(C)cc(OCC(=O)NC2=NCCS2)c1	-6	-3	8	0	0	-0.3	4	5	-12
O=C(COC(=O)c1ccc2ncsc2c1)Nc1ccc(Cl)cc1	-8	-4	2	7	-8	3.5	3	21	-3
COc1ccc(OC)c(NS(=O)(=O)c2cc(OC)ccc2OC)c1	-8	1	-1	3	-5	0.2	-6	-19	3
CCOc1ccc(Nc2cc(=O)oc3ccccc23)cc1	-5	-6	-9	3	-11	2.1	19	-3	8
COc1ccccc1C(=O)NCC(=O)NC(C)c1ccc(-n2ccnc2)cc1 (configuration not stated)	-11	-2	-3	1	-7	0.2	-6	-13	-1
COc1ccc(N2CCN(C(c3ccccc3OC)c3nnnn3C3CCCC3)CC2)cc1 (configuration not stated)	·	-8	-11	-1	·	0.2	23	2	-5
CCOc1ccc(N2C(=O)CC(N3CCN(c4ccc([N+](=O)[O-])cc4)CC3)C2=O)cc1 (configuration not stated)	-7	0	-12	2	-16	2.1	18	-12	-14
Fc1cc(Cl)ccc1Nc1nc(NCc2ccccc2)nc2ccsc12	·	-2	-8	2	·	1.4	14	-4	-1
O=c1c2ccccc2c(-c2n[nH]c(=S)o2)nn1Cc1ccccc1	0	0	-9	2	0	-0.4	21	-10	-3
O=C1[C@H](Cc2ccccc2)NCCCC[C@H](c2ccc(Cl)cc2)N1Cc1ccc(Cl)cc1	·	-4	-30	7	·	1.4	22	6	-5
O=C1NC(c2cccs2)C(C(=O)c2ccccc2)C(O)(C(F)(F)F)N1 (configuration not stated)	-4	-5	-11	0	-9	0.5	11	-3	-1
O=C(CCc1nnc2n(Cc3ccc(F)cc3)c(=O)c3ccccc3n12)N1CCN(c2ccccn2)CC1	-32	-5	-3	14	-4	1.9	-16	12	10
COc1ccccc1N(CC(=O)NCc1cccnc1)S(C)(=O)=O	-10	-2	-23	0	5	0.8	17	-5	-24
CN(Cc1ccccc1O)CC1CCCN(CCc2ccc(Cl)cc2)C1 (configuration not stated)	-25	-9	8	2	-3	0.4	-7	-2	80*
O=c1c2c3c(sc2nc2sc(CN4CCOCC4)cn12)CCCC3	·	0	-19	1	·	0.2	5	-3	-11
CCC1(C)Cc2ccccc2-c2[nH]c(=S)[nH]c(=O)c21 (configuration not stated)	-2	0	-3	2	4	0.7	7	-20	-21
COc1ccccc1N1CCCSC1=Nc1ccccc1	·	-7	1	3	·	0.2	8	-2	-12
COc1ccccc1/C=C/C(=C1/C(=O)N(c2ccccc2)N=C1C)c1ccc(C)cc1	-8	-6	-10	7	-1	-0.3	9	-31	-9
CCCc1nc2ccccc2[nH]1	-9	-4	-3	11	-1	0.7	16	17	-1
Nc1nc(NCCCN2CCOCC2)nc(Nc2cccc(F)c2)c1[N+](=O)[O-]	-18	-5	5	30	-3	0.8	-15	-42	-11
CCN1C(=O)/C(=C/c2cn(-c3ccccc3)nc2-c2cccnc2)SC1=S	·	-3	-7	2	·	1.1	9	-6	-3
CCc1nc2ccc(C(=O)NCCOc3ccc(OC)cc3)cn2c1N(CC)CCN(C)C	·	-7	-15	-1	·	0.9	19	-3	-12
O=C(Nc1nnc(CCc2ccccc2)s1)c1cccc(F)c1	-4	-4	-3	4	-24	0.6	15	0	-17
COc1ccc2oc(C)c(C(=O)NN)c2c1	-4	-4	-2	7	1	0.2	8	-1	6
